SENP7 block: SENP7 protease inhibitors, primary screen, biochemical, luminescence, uHTS; Sentrin-specific protease 7 (Homo sapiens), Q9BQF6; recombinant SENP7, Z-RLRGG-aminoluciferin luminescence, 40 min; inhibition, % at 5 µM; actives 1.5% (n = 330,000); AID 434973, 2010;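 active = inhibition above about 50% at the single test dose, limit read from the data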;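 note: plate controls were DMSO with enzyme for no effect and no enzyme buffer wells for full effect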
SENP1 inh: human SENP1 catalytic domain inhibitors, primary screen, biochemical, FRET, uHTS | inhibition, % at 10 µM | AID 624204, 2012 | actives 0.21% (n = 360,000) | recombinant SENP1 catalytic domain, CyPet-SUMO1-YPet FRET cleavage;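 active = inhibition at least 30% at 10 µM, raw YFP signal under a set limit, fluorescence ratio 0.5 to 1.5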;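 note: 0% = enzyme with DMSO and 100% = no enzyme wells; some results filed as inactive read as strong as hits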
Target sequence (Q9P0U3 419-644 limits assumed): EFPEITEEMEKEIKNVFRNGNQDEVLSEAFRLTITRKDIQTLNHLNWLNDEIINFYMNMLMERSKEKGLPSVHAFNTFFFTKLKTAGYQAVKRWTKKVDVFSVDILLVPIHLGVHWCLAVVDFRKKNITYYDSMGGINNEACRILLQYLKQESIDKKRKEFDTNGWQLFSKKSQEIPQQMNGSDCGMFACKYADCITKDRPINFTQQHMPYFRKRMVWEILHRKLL
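Assay system – human recombinant His6-tagged SENP1 catalytic domain enzyme · Input – SENP1 enzyme, 20 pM final · Buffer or medium – Tris pH 8 buffer plus EDTA, NaCl, BME, BSA, NP40, catalase · Schedule – 50 min reaction at room temperature · Technique – FRET read of cyan and yellow fluorescence · Control set – no-enzyme wells low, DMSO-plus-enzyme wells high control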
Apaf1 inhib: inhibitors of human Apaf-1 apoptosome, primary screen, biochemical, DEVD-Rh110 fluorescence, uHTS | reconstituted apoptosome caspase-3 activity | inhibition, % at 20 µM | AID 489030, 2010 | actives 0.71% (n = 330,000); active = inhibition of at least 40% at 20 µM;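 note: plate controls were DMSO wells for no effect and DEVD-CHO caspase inhibitor wells for full effect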
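Material: biochemical Apaf-1 apoptosome reconstitution. Medium: Hepes buffer, pH 7.5. Also added: cytochrome c activation, bis-DEVD rhodamine 110 substrate. Timing: 30 min compound preincubation, 50 min activation, room temperature. Measured by: rhodamine 110 fluorescence at Ex 480/Em 540 nm.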
SENP8 block-1: human SENP8 protease inhibitors, primary screen, biochemical, fluorescence, Nedd8 protein substrate, uHTS. AID 602440, 2012. recombinant SENP8. Sentrin-specific protease 8 (Homo sapiens), Q96LD8. actives 0.64% (n = 360,000). inhibition, % at 20 µM; in the data active = inhibition mostly above about 40%, no sharp cut-off; inactive = mostly below about 27%
Target sequence (Q96LD8 whole entry, looked up): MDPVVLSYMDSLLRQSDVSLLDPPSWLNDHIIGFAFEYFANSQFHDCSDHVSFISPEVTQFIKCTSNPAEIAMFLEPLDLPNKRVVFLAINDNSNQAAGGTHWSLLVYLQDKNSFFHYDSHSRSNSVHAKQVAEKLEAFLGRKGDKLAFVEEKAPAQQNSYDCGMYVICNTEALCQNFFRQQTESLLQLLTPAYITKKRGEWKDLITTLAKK
SENP6 block: SENP6 protease inhibitors, primary screen, biochemical, luminescence, uHTS; inhibition, % at 10 µM; Recombinant SENP6 catalytic domain, aminoluciferin luminescence; actives 1.8% (n = 330,000); Sentrin-specific protease 6 (Homo sapiens), Q9GZR1;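 active = inhibition above about 50% at the single tested dose, limit read from the data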;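 note: plate controls were DMSO wells with enzyme for no effect and DMSO wells lacking enzyme for full effect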
Target sequence (Q9GZR1 628-1112 limits assumed): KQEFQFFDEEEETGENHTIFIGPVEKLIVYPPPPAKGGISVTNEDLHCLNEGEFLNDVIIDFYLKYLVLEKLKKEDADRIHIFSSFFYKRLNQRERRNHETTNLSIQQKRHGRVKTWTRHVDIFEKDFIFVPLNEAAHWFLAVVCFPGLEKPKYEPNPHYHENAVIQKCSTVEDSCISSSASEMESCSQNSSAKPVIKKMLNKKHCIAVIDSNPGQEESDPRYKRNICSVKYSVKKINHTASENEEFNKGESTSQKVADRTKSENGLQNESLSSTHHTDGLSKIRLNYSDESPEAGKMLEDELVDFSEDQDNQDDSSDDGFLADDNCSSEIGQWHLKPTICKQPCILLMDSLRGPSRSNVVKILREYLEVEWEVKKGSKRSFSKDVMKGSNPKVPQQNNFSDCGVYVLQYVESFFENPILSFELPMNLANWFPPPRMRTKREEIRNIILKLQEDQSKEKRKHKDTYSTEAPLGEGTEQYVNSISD
PfGluPho inh: PfG6PD enzyme inhibitors, primary screen, biochemical, fluorescence intensity, uHTS | PfGluPho enzyme, NADPH resazurin-diaphorase fluorescence | inhibition, % at 20 µM | actives 0.78% (n = 350,000) | AID 504690, 2011;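 active = inhibition reaching at least a set limit at 20 µM in the primary screen, cut at about 59% in these data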;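 note: 0% = DMSO wells with substrate and 100% = DMSO wells lacking glucose-6-phosphate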
SENP8 block-2: SENP8 protease inhibitors, primary screen, biochemical, luminescence. inhibition, % at 10 µM. AID 2540, 2010. Sentrin-specific protease 8 (Homo sapiens), Q96LD8. actives 1.2% (n = 330,000). purified SENP8, Z-RLRGG-aminoluciferin cleavage; in the data active = inhibition above about 50%
HKDC1 inhibitor: HKDC1 hexokinase inhibitors, primary screen, biochemical, fluorescence, uHTS; Q2TB90; actives 0.16% (n = 340,000); inhibition, % at 20 µM; recombinant HKDC1, G6PDH/diaphorase resazurin coupled fluorescence;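 active = inhibition above about 35% when tested at 20 µM, limit read from the data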;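 note: plate controls were DMSO wells with enzyme for no effect and DMSO wells lacking enzyme for full effect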
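Incubation: 90 min at room temperature in dark / Material: recombinant HKDC1 (HK5) hexokinase enzyme, produced in-house / Quantity: enzyme 5 µg/mL final / Compound: one dose of 20 µM, 1% DMSO / Reagent: glucose and ATP substrates / Buffer or medium: Tris pH 8.0 buffer with MgCl2, Tween-20, BSA, BME / Technique: resorufin fluorescence at 613 nm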
NLRP3 yeast inh: NALP3 inflammasome inhibitors in reconstituted yeast, primary screen, luminescence, uHTS | Yeast reconstituted NLRP3/ASC/caspase-1, beta-gal luminescence, 24 h | inhibition, % at 10 µM | actives 0.39% (n = 330,000) | AID 2825, 2010;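 active = inhibition of 50% or more; inactive = inhibition below 50%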;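 note: plate controls were induced DMSO wells for no effect and uninduced yeast grown without galactose for full effect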
The depositor's hits bear a star.

Preview, two compounds:
Screening COc1cc(/C=N/NC(=O)c2cc(C)oc2C)ccc1O returned SENP7 block -1, SENP1 inh 0, Apaf1 inhib -16, SENP8 block-1 -36, SENP6 block -5, PfGluPho inh 6, SENP8 block-2 -11, HKDC1 inhibitor -7 and NLRP3 yeast inh -25.
COc1ccc(-c2nnc(COc3ccc(Br)cc3C)o2)cc1 was read as SENP7 block -1, SENP1 inh 1, Apaf1 inhib 5, SENP8 block-1 8, SENP6 block -13, PfGluPho inh 12, SENP8 block-2 0, HKDC1 inhibitor 0 and NLRP3 yeast inh 3.

This part in full, repeating the preview:
Screening COc1cc(/C=N/NC(=O)c2cc(C)oc2C)ccc1O returned SENP7 block -1, SENP1 inh 0, Apaf1 inhib -16, SENP8 block-1 -36, SENP6 block -5, PfGluPho inh 6, SENP8 block-2 -11, HKDC1 inhibitor -7 and NLRP3 yeast inh -25.
COc1ccc(-c2nnc(COc3ccc(Br)cc3C)o2)cc1 was read as SENP7 block -1, SENP1 inh 1, Apaf1 inhib 5, SENP8 block-1 8, SENP6 block -13, PfGluPho inh 12, SENP8 block-2 0, HKDC1 inhibitor 0 and NLRP3 yeast inh 3.
`COCCOC(=O)c1ccc(NC(=O)COc2ccc([N+](=O)[O-])cc2)cc1` gave SENP7 block -3, SENP1 inh 4, Apaf1 inhib 11, SENP8 block-1 9, SENP6 block -19, PfGluPho inh 0, SENP8 block-2 -4, HKDC1 inhibitor -5 and NLRP3 yeast inh 8.
For Cc1nnc(SCC(=O)NNC(=O)c2ccccc2)n1N the results were SENP7 block -3, SENP1 inh 2, Apaf1 inhib -4, SENP8 block-1 4, SENP6 block -1, PfGluPho inh -13, SENP8 block-2 2, HKDC1 inhibitor -7 and NLRP3 yeast inh -12.
Screening Cn1c(N)c(C(=O)CSc2nnc(C3CC3)n2Cc2ccccc2)c(=O)[nH]c1=O returned SENP7 block -18, SENP1 inh -1, Apaf1 inhib 8, SENP8 block-1 -2, SENP6 block -6, PfGluPho inh 25, SENP8 block-2 -16, HKDC1 inhibitor 3 and NLRP3 yeast inh 7.
For Cc1ccc(OCC(=O)Nc2ccc3c(c2)nc2n3CCOC2)cc1 the results were SENP7 block 4, SENP1 inh 2, Apaf1 inhib -1, SENP8 block-1 4, SENP6 block -2, PfGluPho inh -1, SENP8 block-2 4, HKDC1 inhibitor -2 and NLRP3 yeast inh -5.
Clc1ccc2c(NCc3ccccn3)ccnc2c1 was read as SENP7 block 8, SENP1 inh -3, Apaf1 inhib 5, SENP8 block-1 -207, SENP6 block -11, PfGluPho inh -6, SENP8 block-2 1, HKDC1 inhibitor 7 and NLRP3 yeast inh 4.
Screening O=S(=O)(c1ccc(F)cc1)c1nc(-c2ccc(F)cc2)oc1NCCN1CCOCC1 returned SENP1 inh 2, SENP8 block-1 -21, PfGluPho inh -1 and HKDC1 inhibitor -9.
`CCOc1ccc(S(=O)(=O)N2CCCC(C(=O)NCc3ccccn3)C2)cc1Cl` (stereo not drawn) gave SENP7 block -6, SENP1 inh -1, Apaf1 inhib 8, SENP8 block-1 3, SENP6 block -2, PfGluPho inh 5, SENP8 block-2 9, HKDC1 inhibitor -2 and NLRP3 yeast inh 10.
C=CCOc1cccc(C2C(C(=O)c3ccco3)=C(O)C(=O)N2Cc2ccco2)c1 (stereo not drawn) was read as SENP7 block 5, SENP1 inh 0, Apaf1 inhib 4, SENP8 block-1 -11, SENP6 block -22, PfGluPho inh 24, SENP8 block-2 3, HKDC1 inhibitor 3 and NLRP3 yeast inh 9.
`O=C(CSc1nnnn1-c1cccc(C(=O)O)c1)NC(c1ccccc1)c1ccccc1` gave SENP7 block 1, SENP1 inh 2, Apaf1 inhib 10, SENP8 block-1 13, SENP6 block 8, PfGluPho inh -22, SENP8 block-2 0, HKDC1 inhibitor 12 and NLRP3 yeast inh 6.
Screening CCNc1cc(N2CCOCC2)nc(SC)n1 returned SENP7 block -7, SENP1 inh -1, Apaf1 inhib -3, SENP8 block-1 5, SENP6 block -29, PfGluPho inh -3, SENP8 block-2 -5, HKDC1 inhibitor -1 and NLRP3 yeast inh 24.
O=C(/C=C/c1ccc(F)cc1)NC(=S)N1CCN(c2ccccn2)CC1 was read as SENP7 block 2, SENP1 inh 1, Apaf1 inhib -3, SENP8 block-1 14, SENP6 block -18, PfGluPho inh 3, SENP8 block-2 -1, HKDC1 inhibitor 2 and NLRP3 yeast inh 40.
For CC1CCN(C(=O)c2nc[nH]c2C(=O)N2CCc3ccccc3C2)CC1 the results were SENP7 block 2, SENP1 inh 3, Apaf1 inhib -4, SENP8 block-1 6, SENP6 block 5, PfGluPho inh 3, SENP8 block-2 -3, HKDC1 inhibitor 2 and NLRP3 yeast inh 6.
For COc1coc(C(O)C[N+](=O)[O-])cc1=O (stereo not drawn) the results were SENP7 block 10, SENP1 inh -2, Apaf1 inhib -3, SENP8 block-1 1, SENP6 block 13, PfGluPho inh 25, SENP8 block-2 2, HKDC1 inhibitor 2 and NLRP3 yeast inh -2.
Screening COc1ccc(CCNC(=O)C/C(C)=N/NC(=O)C2CCCCC2)cc1OC returned SENP7 block 4, SENP1 inh 0, Apaf1 inhib 7, SENP8 block-1 1, SENP6 block -2, PfGluPho inh -15, SENP8 block-2 -5, HKDC1 inhibitor -5 and NLRP3 yeast inh 12.
For CCN(C(=O)CSC1=Nc2ccccc2C2CC=NN12)C1CCS(=O)(=O)C1 (stereo not drawn) the results were SENP7 block -2, SENP1 inh -20, Apaf1 inhib 11, SENP8 block-1 7, SENP6 block -16, PfGluPho inh 1, SENP8 block-2 -2, HKDC1 inhibitor -11 and NLRP3 yeast inh 4.
For O=C(Nc1cccc2ccccc12)C1CCN(C(=O)Cc2ccccc2)CC1 the results were SENP7 block -1, SENP1 inh 1, Apaf1 inhib -5, SENP8 block-1 25, SENP6 block -1, PfGluPho inh -4, SENP8 block-2 -4, HKDC1 inhibitor -11 and NLRP3 yeast inh 8.
CCNc1nc(NC(C)(C)C)nc(SCC(N)=O)n1 was read as SENP7 block 2, SENP1 inh 3, Apaf1 inhib -6, SENP8 block-1 10, SENP6 block -7, PfGluPho inh 14, SENP8 block-2 0, HKDC1 inhibitor -10 and NLRP3 yeast inh -3.
Screening CC(=O)Nc1nonc1NC(C)=O returned SENP7 block -7, SENP1 inh 1, Apaf1 inhib -2, SENP8 block-1 13, SENP6 block 2, PfGluPho inh -12, SENP8 block-2 -10, HKDC1 inhibitor -5 and NLRP3 yeast inh 14.
CCOC(=O)N1CCC(NC(=O)C2CCN(S(=O)(=O)c3c(C)noc3C)CC2)CC1 was read as SENP7 block 9, SENP1 inh 1, Apaf1 inhib -2, SENP8 block-1 5, SENP6 block -8, PfGluPho inh 15, SENP8 block-2 -2, HKDC1 inhibitor -5 and NLRP3 yeast inh 4.
Screening COc1ccc(CNC(=O)c2sccc2C)cc1 returned SENP7 block -5, SENP1 inh 1, Apaf1 inhib 5, SENP8 block-1 2, SENP6 block -26, PfGluPho inh 7, SENP8 block-2 -9, HKDC1 inhibitor 3 and NLRP3 yeast inh 23.
For COc1ccc(C(CC(=O)Nc2cc(C)ccn2)N2Cc3ccccc3C2=O)cc1 (stereo not drawn) the results were SENP7 block 3, SENP1 inh 0, Apaf1 inhib 11, SENP8 block-1 7, SENP6 block 19, PfGluPho inh -8, SENP8 block-2 1, HKDC1 inhibitor -3 and NLRP3 yeast inh 10.
COc1ccc(C)cc1NC(=O)c1cccc(-c2ccc(OC(C)=O)cc2)c1 was read as SENP7 block 4, SENP1 inh -1, Apaf1 inhib 26, SENP8 block-1 22, SENP6 block -3, PfGluPho inh 2, SENP8 block-2 2, HKDC1 inhibitor -6 and NLRP3 yeast inh 37.
`Cc1nn(C)c(C)c1NC(=O)C12CC3CC(CC(C3)C1)C2` gave SENP7 block -1, SENP1 inh 0, Apaf1 inhib -6, SENP8 block-1 9, SENP6 block -3, PfGluPho inh 7, SENP8 block-2 3, HKDC1 inhibitor -14 and NLRP3 yeast inh 9.
Screening CC(=O)Nc1ccc(S(=O)(=O)N2CCN(Cc3ccccc3[N+](=O)[O-])CC2)cc1 returned SENP7 block -11, SENP1 inh 0, Apaf1 inhib 1, SENP8 block-1 2, SENP6 block -8, PfGluPho inh -8, SENP8 block-2 -7, HKDC1 inhibitor -8 and NLRP3 yeast inh 8.
For C#Cc1ccc([C@@H]2C=C(C(=O)NCc3ccccc3)O[C@H](OCC)[C@H]2CCCO)cc1 the results were SENP7 block 2, SENP1 inh -1, Apaf1 inhib 9, SENP8 block-1 6, SENP6 block -7, PfGluPho inh 10, SENP8 block-2 5, HKDC1 inhibitor -2 and NLRP3 yeast inh 15.
Screening O=C1c2ccccc2S(=O)(=O)N1CCOc1ccc(F)cc1 returned SENP7 block 2, SENP1 inh 1, Apaf1 inhib 2, SENP8 block-1 8, SENP6 block 20, PfGluPho inh -1, SENP8 block-2 -2, HKDC1 inhibitor -3 and NLRP3 yeast inh 36.
Screening C=C1C(=O)C=C2CN(C(=O)c3ccccc3)[C@@](Cc3ccc(F)cc3)(C(=O)OC)[C@@H]12 returned SENP7 block 15, SENP1 inh -5, Apaf1 inhib 15, SENP8 block-1 6, SENP6 block -6, PfGluPho inh 72*, SENP8 block-2 -8, HKDC1 inhibitor 18 and NLRP3 yeast inh 31.
Screening Cc1ccccc1N(C(=O)CNC(=O)c1ccco1)C(C(=O)NC1CCCC1)c1ccncc1 (stereo not drawn) returned SENP7 block -14, SENP1 inh 1, Apaf1 inhib -5, SENP8 block-1 12, SENP6 block -16, PfGluPho inh -7, SENP8 block-2 -5, HKDC1 inhibitor -4 and NLRP3 yeast inh 6.
For CCCC(=O)Nc1c2c(nn1-c1ccc([N+](=O)[O-])cc1)CS(=O)(=O)C2 the results were SENP7 block -2, SENP1 inh 2, Apaf1 inhib 2, SENP8 block-1 30, SENP6 block 9, PfGluPho inh -16, SENP8 block-2 -2, HKDC1 inhibitor -7 and NLRP3 yeast inh 8.
COc1ccc(-c2csc3nc(C)nc(N4CCCCC4)c23)cc1OC was read as SENP7 block 2, SENP1 inh 2, Apaf1 inhib 5, SENP8 block-1 10, SENP6 block 2, PfGluPho inh -7, SENP8 block-2 -2, HKDC1 inhibitor 5 and NLRP3 yeast inh 3.
For CC1CC(=O)c2cnc(Nc3ccccc3)nc2C1 (stereo not drawn) the results were SENP7 block 5, SENP1 inh 4, Apaf1 inhib 0, SENP8 block-1 -224, SENP6 block 28, PfGluPho inh -6, SENP8 block-2 -3, HKDC1 inhibitor -5 and NLRP3 yeast inh 44.

Compounds were not picked by outcome, and some 4.1% of all compounds hit somewhere here.
